Screening results: PubChem BioAssay, National Center for Advancing Translational Sciences (NCATS)
p53null 32C kill: kills p53 null cells at the permissive temperature; 55,000 compounds, 0.62% hits; H1299-neo p53 null cells, ATP luminescence, 24 h, 32C; Potency, µM (series often up to 46.1 µM), for inactives: top-dose activity change, negative = cytotoxicity, hits mostly cytotoxic;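 note: potency is the fitted concentration of half-maximal effect; 0% = DMSO only and -100% = full killing by 100 µM tamoxifen; nearly all actives have a fitted effect of over 55% in size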
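Luminescent ATP readout gave cell viability of p53-null H1299-neo cells after a 24 h compound exposure at the permissive 32C. Titrations ran up to 46 uM, and AC50s were fitted with the standard Hill equation.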
NTMT1 inhibitor: NTMT1 methyltransferase inhibition; AID 1645870; Potency, µM (highest dose often 114 µM), without a hit: at the highest dose activity change, negative = inhibition, actives largely listed as inhibitors; 59,000 compounds, 2.5% hits; NTMT1 MTase-Glo SAH luminescence, purified enzyme; Q9BV86;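 note: potency is the fitted concentration of half-maximal effect; plate controls were DMSO vehicle for no effect and no enzyme for full effect; nearly all actives have a fitted effect of over 65% in size; many of its hits are not listed in these tables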
p53null 39C tox: selectivity test: cytotoxicity in p53 null cells, nonpermissive temperature; H1299 p53-null (neo) cells, 39C, ATPlite viability, 24 h; Potency, µM (top dose mostly 46.1 µM), inactives show at the highest dose activity, negative = cell killing, actives largely listed as cytotoxic; 55,000 compounds, 0.97% hits;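 note: potency is the fitted concentration of half-maximal effect; 0% = DMSO only and -100% = full killing by 100 µM tamoxifen; nearly all actives have a fitted effect of over 50% in size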
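H1299 lung cancer cells, p53-null (H1299-neo) or expressing p53 A138V (H1299-p53A138V), were plated overnight at 37C, then exposed to compounds at up to 46 uM for 24 hr at 39C. Viability was read by ATP-based luminescence.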
FH mod: Identification of activators of human fumarate hydratase by quantitative high-throughput screening. FH coupled MDH/diaphorase resazurin fluorescence, 15 min. 54,000 compounds, 0.22% hits. Potency, µM (series often up to 79.9 µM), for the others: at the top dose activity change, negative = inhibition, actives largely listed as inhibitors. Fumarate hydratase, mitochondrial (Homo sapiens), P07954; note: potency is the fitted concentration of half-maximal effect; % is set by controls: 0 for no effect and ±100 for the full control effect; the screen sought activators but most active calls are inhibition curves; nearly all actives have a fitted effect of over 45% in size
Target sequence (P07954 whole entry, looked up): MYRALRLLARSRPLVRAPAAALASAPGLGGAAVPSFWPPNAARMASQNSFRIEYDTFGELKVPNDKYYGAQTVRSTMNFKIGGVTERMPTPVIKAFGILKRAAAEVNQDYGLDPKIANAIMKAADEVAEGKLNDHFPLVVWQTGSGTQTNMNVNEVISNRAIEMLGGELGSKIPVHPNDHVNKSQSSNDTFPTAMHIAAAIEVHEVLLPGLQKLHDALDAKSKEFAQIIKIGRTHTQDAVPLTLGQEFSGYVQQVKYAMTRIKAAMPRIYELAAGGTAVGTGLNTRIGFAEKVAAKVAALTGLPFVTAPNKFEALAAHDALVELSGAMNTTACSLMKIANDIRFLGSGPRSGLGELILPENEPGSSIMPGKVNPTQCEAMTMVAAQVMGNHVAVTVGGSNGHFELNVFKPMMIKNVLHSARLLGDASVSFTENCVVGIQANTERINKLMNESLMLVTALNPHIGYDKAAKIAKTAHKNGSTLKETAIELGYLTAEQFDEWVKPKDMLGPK
B2AR arrestin ag: beta-arrestin recruitment by human beta2-adrenergic receptor ligands; HTLA Tango cells, beta-arrestin recruitment, luciferase luminescence, 18 h; Potency, µM (doses to about 46.1 µM), inactives show at the top dose activation, most hits filed as activators; P07550; 44,000 tested, under 10 active;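 note: potency is the fitted concentration of half-maximal effect; 0% = DMSO and full agonism = EC100 isoproterenol or metaproterenol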
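Luminescence read-out: arrestin recruitment to recombinant beta2-AR releases tTA, inducing luciferase. Cells exposed 18 hr at 37 degrees C to up to 46 microM compound; %Activity from corrected signal, concentration-response curves classified by r2, magnitude and efficacy.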
PTAP-TSG101 blk: blocks PTAP binding to human TSG101, validation | Fluorescence polarization, FITC-PTAP peptide/Tsg101, 20 min | Potency, µM (series often up to 115 µM), without a hit: top-dose activity change, negative = inhibition, actives largely listed as inhibitors | 44,000 tested, under 10 active | AID 1347069; note: potency is the fitted concentration of half-maximal effect; 0% is about no effect
Target sequence (Q99816 whole entry, looked up): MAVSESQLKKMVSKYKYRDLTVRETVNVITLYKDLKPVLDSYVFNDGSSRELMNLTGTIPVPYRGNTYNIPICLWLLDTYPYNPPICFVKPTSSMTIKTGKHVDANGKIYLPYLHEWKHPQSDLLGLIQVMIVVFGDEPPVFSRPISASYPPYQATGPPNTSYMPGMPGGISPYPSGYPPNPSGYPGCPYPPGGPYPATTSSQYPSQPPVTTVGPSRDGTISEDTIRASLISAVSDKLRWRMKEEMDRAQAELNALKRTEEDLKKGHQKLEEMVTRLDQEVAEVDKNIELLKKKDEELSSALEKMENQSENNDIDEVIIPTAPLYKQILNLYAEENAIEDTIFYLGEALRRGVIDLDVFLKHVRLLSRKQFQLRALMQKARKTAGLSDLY
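Compounds pinned into 10 uM Tsg101 binding domain, then 50 nM FITC-PTAP peptide added in pH 7.5 HEPES buffer; FP read after 20 min, room temperature. Total S+P intensity flags fluorescent compounds; active cut-off <25 µM, efficacy <60%.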
GALK inh: GALK (human) enzyme inhibition; recombinant GALK, Kinase-Glo ATP luminescence, 1 h; Potency, µM (top dose mostly 57.5 µM), without a hit: top-dose activity, negative = inhibition, hits mostly inhibitors; 44,000 tested, under 10 active; AID 1347072;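 note: plate controls were full GALK reaction for no effect and reaction lacking GALK for full effect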
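Luminescent ATP-depletion readout (Kinase-Glo Plus, 10 min) after 1 h RT reaction of 5 nM GALK, 35 uM ATP, 100 uM galactose, pH 8.0 HEPES buffer. Decreased kinase activity scored as inhibition.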
* hit, by the source's call; u = inconclusive; x = not tested or not shown. Calls come from the whole dose curve; as a rule, active = well fitted curve in the direction sought with a large enough effect; inconclusive = small, poorly fitted or top-dose-only effect, or another doubt; inactive = no such curve, though single readings can be large; an effect the other way counts as inactive or inconclusive. These rows are one share of the data. The share of hits here may be higher or lower than overall.

SMILES	p53null 32C kill	NTMT1 inhibitor	p53null 39C tox	FH mod	B2AR arrestin ag	PTAP-TSG101 blk	GALK inh
Cc1nc2ccn(Cc3ccccc3)c(=O)c2cc1C(=O)N1CCN(c2ccc(F)cc2)CC1	-9.2%	-18.4%	-12.3%	-10.7%	-0.2%	-9.2%	0.0%
O=C(Nc1cc(Cl)cc(Cl)c1)c1ccc(F)c(S(=O)(=O)N2CCc3ccccc32)c1	8.9%	9.7%	18.1%	-24.7%	-0.9%	-0.5%	0.6%
CC(Oc1ccc(F)cc1)C(=O)NCC1(N(C)C)CCCCC1 (centres undefined)	-4.7%	15.1%	-18.8%	-2.0%	-4.1%	-1.3%	0.4%
COc1cc(OC)c(NC(=O)C(C)n2c(=O)cc(-c3ccccc3)c3c(C)nn(C)c32)cc1Cl (centres undefined)	-0.1%	-1.2%	19.8%	-28.1%	-0.7%	4.5%	-1.6%
CCOC(=O)C(CC)n1nnc2sc(-c3ccccc3)cc2c1=O (centres undefined)	-16.9%	0.0%	u	-14.7%	-0.9%	4.9%	7.2%
COc1ccccc1/C=C/c1nc(C#N)c(NC(C)c2ccccc2)o1 (centres undefined)	0.1%	-9.3%	-0.3%	u	-0.3%	-0.9%	1.8%
Cc1cc(F)ccc1NC(=O)Cn1nc(N2CCN(c3ccccc3)CC2)ccc1=O	-0.5%	-14.3%	-5.4%	1.7%	-0.3%	0.4%	-2.6%
CCOC(=O)c1ccc(NC(=O)CSc2ccc(-c3ccccn3)nn2)cc1	-9.0%	19.9%	-16.9%	u	0.9%	2.5%	0.0%
Cc1ccc(NC(=O)CCCN2C(=O)COc3ccc(C)cc32)c(Cl)c1	-9.5%	-2.0%	-7.2%	-13.7%	-1.7%	-0.9%	3.3%
Cc1cccc(N2CCN(c3c4c(nc5nncn35)CCC4)CC2)c1C	-8.1%	6.8%	-10.5%	-0.8%	1.0%	-6.2%	2.4%
Cc1cccc(N2C(=O)C(CC(=O)Nc3ccccc3)N(C3CCCCC3)C2=O)c1 (centres undefined)	u	9.7%	11.6%	-12.7%	0.0%	-0.8%	6.5%
COC(=O)c1ccc2c(c1)N(CC(=O)Nc1cccc(Cl)c1C)C(=O)c1ccccc1S2	-3.9%	-3.3%	-13.0%	-2.4%	-0.8%	10.1%	0.5%
CCCCCn1cc2c(c1-c1ccc(Cl)cc1)c(=O)n(C)c(=O)n2C	-9.4%	-5.3%	14.4%	23.9%	-0.8%	-2.8%	-8.4%
CC1CCN(c2nc3ccc(C(=O)NC(C)C)cc3s2)CC1	-9.1%	u	-21.5%	0.7%	-2.3%	1.0%	2.1%
COc1ccc(C)cc1NC(=O)C(=O)NCCc1csc2nc(-c3ccccc3F)nn12	-3.4%	8.2%	1.1%	-2.3%	-0.4%	-0.9%	0.9%
Cc1ccc(-n2ncc3c(NCCCc4ccccc4)ncnc32)cc1	-3.1%	u	10.8%	0.4%	1.8%	2.0%	-1.1%
COc1ccc(NC(=O)CSCc2cc(=O)c3cc(Cl)ccc3[nH]2)cc1	-3.4%	7.4%	-11.5%	1.2%	-0.6%	-9.5%	-0.8%
CC1=C(c2ccc(C)c(C)c2)S(=O)(=O)N=C1N1CCC(C(=O)NCc2ccc(N(C)C)cc2)CC1	-5.0%	-0.2%	1.8%	-2.2%	0.8%	-3.3%	1.8%
O=C(COc1ccc(F)cc1)NC1CC(=O)N(c2ccc3c(c2)OCCO3)C1 (centres undefined)	-7.9%	3.4%	0.1%	-0.4%	-2.3%	2.1%	-7.4%
COc1cc(NC(=O)c2cccc3c2C(=O)N(C2CCCCC2)C3)cc(OC)c1OC	17.0%	-11.4%	9.6%	u	0.9%	-4.7%	0.5%
Cc1ccccc1NS(=O)(=O)c1nnc(NC(=O)c2ccco2)s1	-6.1%	2.7%	-3.6%	-6.9%	1.2%	0.8%	2.3%
O=S(=O)(c1ccc2nc(N3CCN(c4ccccc4F)CC3)ccc2c1)N1CCCCC1	5.5%	12.5%	0.0%	-1.9%	-1.0%	-1.4%	-0.2%
COc1cccc(CNC(=O)CSc2nc3ccccc3nc2Cc2ccccc2)c1	-4.4%	-2.9%	-13.1%	2.9%	-0.4%	-1.5%	-7.2%
COc1ccc(-c2onc(C)c2C)cc1S(=O)(=O)N1CCN(c2ccc(Cl)cc2)CC1	-10.8%	-11.3%	11.3%	1.7%	-0.3%	0.8%	1.2%
CCc1ccc(NC(=O)C(CC)n2c(=O)c(C(F)(F)F)nc3ccccc32)cc1 (centres undefined)	2.4%	-3.7%	-16.1%	-1.4%	-0.2%	1.7%	1.1%

Random excerpt: 2 records from the list, in no set order.
SMILES	p53null 32C kill	NTMT1 inhibitor	p53null 39C tox	FH mod	B2AR arrestin ag	PTAP-TSG101 blk	GALK inh
COc1cc(OC)c(NC(=O)C(C)n2c(=O)cc(-c3ccccc3)c3c(C)nn(C)c32)cc1Cl (centres undefined)	-0.1%	-1.2%	19.8%	-28.1%	-0.7%	4.5%	-1.6%
CCOC(=O)C(CC)n1nnc2sc(-c3ccccc3)cc2c1=O (centres undefined)	-16.9%	0.0%	u	-14.7%	-0.9%	4.9%	7.2%

Single records, as listed above:
Cc1cc(F)ccc1NC(=O)Cn1nc(N2CCN(c3ccccc3)CC2)ccc1=O reads p53null 32C kill = -0.5%; NTMT1 inhibitor = -14.3%; p53null 39C tox = -5.4%; FH mod = 1.7%; B2AR arrestin ag = -0.3%; PTAP-TSG101 blk = 0.4%; GALK inh = -2.6%
COc1cccc(CNC(=O)CSc2nc3ccccc3nc2Cc2ccccc2)c1 reads p53null 32C kill = -4.4%; NTMT1 inhibitor = -2.9%; p53null 39C tox = -13.1%; FH mod = 2.9%; B2AR arrestin ag = -0.4%; PTAP-TSG101 blk = -1.5%; GALK inh = -7.2%
O=C(COc1ccc(F)cc1)NC1CC(=O)N(c2ccc3c(c2)OCCO3)C1 (centres undefined) reads p53null 32C kill = -7.9%; NTMT1 inhibitor = 3.4%; p53null 39C tox = 0.1%; FH mod = -0.4%; B2AR arrestin ag = -2.3%; PTAP-TSG101 blk = 2.1%; GALK inh = -7.4%

The results go on.
SMILES	p53null 32C kill	NTMT1 inhibitor	p53null 39C tox	FH mod	B2AR arrestin ag	PTAP-TSG101 blk	GALK inh
Cc1ccn2c(=O)c(C(=O)NCCCN3CCCCC3C)c(O)nc2c1 (centres undefined)	-2.1%	-2.2%	-11.4%	6.4%	-1.7%	3.3%	-3.0%
Cc1cc(C)c2c(CC(=O)Nc3ccc(S(=O)(=O)Nc4nc(C)cc(C)n4)cc3)coc2c1	12.0%	-6.2%	-7.5%	u	-0.4%	0.2%	2.7%
CCOc1ccc(CCNC(=O)Cn2nc(CC)n3c(cc4ccccc43)c2=O)cc1	-5.2%	5.4%	-16.6%	-21.4%	0.4%	-2.3%	12.4%
CCCCOc1ccc(CNC(=O)C2CCN(c3nnc(-n4cccc4CNc4ccc(C)cc4)s3)CC2)cc1	-29.0%	1.6%	-26.9%	-14.5%	0.6%	1.3%	-2.0%
CSc1ccc(CCNC(=O)C(C)n2c(C)c3cnn(-c4ccccc4)c(=O)c3c2C)cc1 (centres undefined)	1.6%	-3.5%	-12.8%	-10.9%	-1.3%	0.9%	6.1%
CCOC(=O)c1c(C)c(C(=O)NCCc2ccc(OC)cc2)c(C)n1CC	-7.2%	10.6%	-12.8%	-7.6%	0.3%	0.2%	5.9%
COc1ccc(S(=O)(=O)c2cn(Cc3ccccc3)c3ccc(OC)cc3c2=O)cc1	-0.2%	-1.2%	-1.5%	-9.8%	0.5%	1.5%	-0.3%
CC(NC(=O)C(=O)Nc1c2c(nn1-c1ccccc1)CSC2)c1ccccc1 (centres undefined)	-3.6%	11.9%	u	5.2%	-3.2%	0.2%	-2.9%
CCc1ccc(NC(=O)CSc2nc(C)cc(COC)c2C#N)cc1	7.2%	-15.7%	-1.5%	-5.7%	0.7%	0.0%	5.5%
Cc1ccc(C)c(Nc2nnc(-c3ccc(C)c(S(=O)(=O)N4CCCCC4)c3)c3ccccc23)c1	3.5%	x	-3.5%	x	0.3%	0.1%	-22.0%
Cc1cccc(C(c2sc3nc(-c4ccco4)nn3c2O)N2CCN(c3ccccc3F)CC2)c1 (centres undefined)	20.6%	12.7%	7.5%	-15.4%	-1.9%	-3.2%	0.2%
Cc1ccc(-n2ncc(C(=O)NCc3cccs3)c2C2CCN(C(=O)OC(C)(C)C)CC2)cc1	13.8%	-25.3%	12.6%	-19.2%	-0.6%	-4.4%	-2.0%
Cc1onc(-c2ccc(Br)cc2)c1C(=O)Nc1ccc(Br)cc1F	4.8%	-7.1%	-6.8%	-16.7%	-0.9%	-0.4%	0.7%
CC(C)c1ccc(NC(=O)CN2C(=O)CCc3cc(S(=O)(=O)N4CCOCC4)ccc32)cc1	1.3%	4.5%	-3.3%	5.6%	1.1%	-7.6%	4.1%
O=C(Nc1ccc2nc(SCC(=O)N3CCCc4ccccc43)sc2c1)c1ccccc1	-1.8%	11.6%	-7.8%	-16.8%	-3.4%	2.3%	4.7%
COc1cc(NC(=O)CCc2c(C)nc3c(c(C)nn3-c3ccccc3)c2C)cc(OC)c1OC	-3.6%	u	14.2%	-14.0%	-1.7%	0.5%	-2.7%
COc1ccccc1NC(=O)CSc1nc(-c2ccc(C(C)(C)C)cc2)c(C#N)c(=O)[nH]1	16.3%	u	1.8%	u	-2.7%	-0.1%	2.1%
O=C(Cn1cc(SCc2cccc(F)c2)c2ccccc21)N1CCCC1	-1.7%	u	-1.6%	-16.1%	0.2%	-0.1%	2.2%
O=C(CCCCn1c(=O)c2ccccc2n(CC(=O)Nc2cccc(C(F)(F)F)c2)c1=O)NCc1ccc2c(c1)OCO2	13.7%	8.4%	-14.2%	-2.8%	0.8%	-4.7%	2.5%
CC1N=C2c3ccccc3N=C(SCC(=O)NCCc3ccccc3)N2C1=O (centres undefined)	-1.5%	10.4%	3.5%	0.6%	0.4%	-3.3%	0.2%
CCc1ccc2oc(-c3cc(NC(=O)c4cc(OC)c(OC)c(OC)c4)ccc3O)nc2c1	-9.3%	5.4%	-11.6%	-14.3%	0.5%	8.3%	1.5%
CC(=O)c1ccc(NC(=O)CSc2nc(-c3ccc(C)cc3)nc3c2c(=O)n(C)c(=O)n3C)cc1	-5.5%	9.2%	-8.7%	-9.2%	0.9%	1.6%	1.7%
